Screening results from PubChem.
RBX1-CUL1 inh: inhibitors of human ROC1-CUL1 ubiquitin ligase activity; E3 ubiquitin-protein ligase RBX1 (Homo sapiens) + Cullin-1 (Homo sapiens), P62877+Q13616; in vitro K48 di-Ub FRET, acceptor:donor ratio, 45 min; inhibition, % at 10 µM; actives 0.6% (n = 140,000); AID 1347404, 2020; in the data active means inhibition above about 25%
Target sequence (P62877 whole entry, looked up): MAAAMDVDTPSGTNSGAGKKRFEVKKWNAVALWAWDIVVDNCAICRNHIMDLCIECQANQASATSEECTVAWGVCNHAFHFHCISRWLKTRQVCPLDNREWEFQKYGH
Target sequence (Q13616 whole entry, looked up): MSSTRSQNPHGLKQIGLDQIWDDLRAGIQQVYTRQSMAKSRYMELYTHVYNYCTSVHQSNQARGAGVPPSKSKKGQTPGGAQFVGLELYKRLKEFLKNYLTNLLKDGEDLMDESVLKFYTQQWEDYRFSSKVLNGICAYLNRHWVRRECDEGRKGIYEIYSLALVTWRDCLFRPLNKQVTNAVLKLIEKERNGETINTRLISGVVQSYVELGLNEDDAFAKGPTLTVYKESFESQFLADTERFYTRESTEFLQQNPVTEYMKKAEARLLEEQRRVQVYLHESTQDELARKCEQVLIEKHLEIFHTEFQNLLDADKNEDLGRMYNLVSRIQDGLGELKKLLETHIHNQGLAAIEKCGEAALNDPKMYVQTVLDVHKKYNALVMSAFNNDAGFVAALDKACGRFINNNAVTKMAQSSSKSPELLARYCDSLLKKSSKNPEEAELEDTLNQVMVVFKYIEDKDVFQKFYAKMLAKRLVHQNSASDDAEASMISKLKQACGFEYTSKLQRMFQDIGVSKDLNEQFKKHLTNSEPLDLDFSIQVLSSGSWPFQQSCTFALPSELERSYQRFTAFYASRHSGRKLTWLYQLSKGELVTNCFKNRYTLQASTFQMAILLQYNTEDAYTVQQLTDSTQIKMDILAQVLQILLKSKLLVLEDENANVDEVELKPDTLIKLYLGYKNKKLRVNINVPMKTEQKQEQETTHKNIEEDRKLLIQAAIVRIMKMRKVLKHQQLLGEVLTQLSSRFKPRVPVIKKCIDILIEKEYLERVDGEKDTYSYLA
* marks the source's active call; other numbers are inactive results.

Preview, 3 compounds:
| SMILES | RBX1-CUL1 inh |
| --- | --- |
| CCN(CC)c1cc2c(cc1F)c(=O)c(S(=O)(=O)c1ccccc1)cn2Cc1ccccc1 | 5 |
| Cn1cc(/C=C2\SC(N3CCOCC3)=NC2=O)c2ccccc21 | 8 |
| CCOC(=O)c1cs/c(=N/N=C(\C)c2ccc(Cl)cc2)n1C | 1 |

All compounds of this part, from the start:
| SMILES | RBX1-CUL1 inh |
| --- | --- |
| CCN(CC)c1cc2c(cc1F)c(=O)c(S(=O)(=O)c1ccccc1)cn2Cc1ccccc1 | 5 |
| Cn1cc(/C=C2\SC(N3CCOCC3)=NC2=O)c2ccccc21 | 8 |
| CCOC(=O)c1cs/c(=N/N=C(\C)c2ccc(Cl)cc2)n1C | 1 |
| COc1ccc(-c2c(C)n3c4ccccc4nc3n2CCO)cc1 | 1 |
| C=CCc1c(C)nc(SCC(=O)C(C)(C)C)[nH]c1=O | 2 |
| CC(=O)NC1(C(Cl)(Cl)Cl)Oc2cc(Cl)c(Cl)cc2O1 | 5 |
| COc1ccc(NS(=O)(=O)c2ccc(C(=O)Nc3ccc(C(=O)O)cc3)cc2C)cc1 | 12 |
| Cc1ccnc(NS(=O)(=O)c2ccc(Cl)nc2)c1 | 0 |
| CCC(=O)OC1=C(C(C)=O)N(Cc2ccccc2)S(=O)(=O)c2ccccc21 | 0 |
| CC1CCN(c2ccc(NC(=O)c3cccs3)cc2)CC1 | 10 |
| Cc1ccccc1C(=O)Nc1cc(Br)c(O)c(Br)c1 | 7 |
| COCCN1C(=O)CC(CC(=O)N2CCN(c3ccc(Cl)cn3)CC2)(c2ccccc2F)C1=O (configuration not stated) | 1 |
| Cc1cccc(OCC(=O)NNC(=O)C2CCCCC2C(=O)O)c1 (configuration not stated) | -5 |
| CCOc1ccc(/C=c2/sc3n(c2=O)C(c2cc(OC)ccc2OC)C2=C(N=3)c3ccccc3CC2)cc1 (configuration not stated) | 7 |
| CCCOc1ccc(C(NC(=O)c2ccccc2)NC(=O)c2ccccc2)cc1OC | 5 |
| Cc1cc(C)n(-c2nc(Nc3ccc(OC(F)(F)Cl)cc3)nc(-n3nc(C)cc3C)n2)n1 | -5 |
| Cc1cc(N2CCOCC2)ccc1C=C1C(=O)c2ccccc2C1=O | 8 |
| O=c1c2ccccc2nc(SCc2cccnc2)n1-c1ccccc1 | 1 |
| Cc1ccc2nc(NC(=O)c3ccc(S(=O)(=O)N4CCCc5ccccc54)cc3)sc2c1 | 0 |
| CCC(C(=O)Nc1cc(-c2cn3cccnc3n2)ccc1C)c1ccccc1 (configuration not stated) | 4 |
| N#Cc1c(C(F)(F)F)cc(-c2ccc(F)cc2)nc1SCC(=O)NC1CC1 | -7 |
| CCCCc1nnc(NC(=O)COc2ccc(C)c(C)c2)s1 | 1 |
| CCCCC(=O)Nc1nccs1 | 7 |
| Cc1cccc2sc(NC(=O)c3cncc(Br)c3)nc12 | 0 |
| Cc1cc(/C=N/NC(=O)COc2cccc3cccnc23)c(C)n1-c1ccc(Br)cc1 | 10 |
| COc1ccc(CNC(=O)c2oc3c(c2C)-c2nn(Cc4ccc(Cl)cc4)cc2CC3)cc1 | -3 |
| COc1ccc(N=NC2=NN(c3ccc(OC)cc3)S3=C2C=C(C(C)(C)C)S3)cc1 (configuration not stated) | -6 |
| Cc1ccc(C)c(NC(=O)CSc2nccn2-c2cccc(C)c2C)c1 | 3 |
| CN(C)c1cccc(C(=O)Nc2nc3ccc(S(=O)(=O)N4CCCC4)cc3s2)c1 | -1 |
| Cc1cccc(OCC(=O)Oc2ccc3c4c(c(=O)oc3c2)CCC4)c1 | -2 |
| CCN(CC)CCOC(=O)c1ccc(NC(=O)Cn2ncc3c([nH]c4ccc(C)cc43)c2=O)cc1 | 1 |
| COc1ccc(CNC(=O)c2cc(Cl)ccc2OC)cc1 | -3 |
| COc1cccc(-c2ccc3c(N)c(C(=O)c4ccc(F)cc4)sc3n2)c1 | 5 |
| COc1cc(OC)c(C(=O)NCc2ccc(C)cc2)cc1OC | 3 |
| Cc1c(N=Cc2cc(Cl)cc(Cl)c2O)c(=O)n(-c2ccccc2)n1C | -7 |
| CCOC(=O)N1CCN(Cc2nc3cc(NC(=O)CC(C)C)ccc3n2C(C)C)CC1 | -3 |
| CCOC(=O)c1cnc2c(ccc3ccccc32)c1Nc1ccc(Cl)cc1 | 3 |
| CCOC(=O)CCNC(=O)c1ccc2oc(-c3cccc(F)c3)nc2c1 | 1 |
| CCc1ccccc1OCC(=O)Nc1nc(-c2ccc(F)cc2)cs1 | -2 |
| CCn1c(COc2ccccc2)nnc1SCC(=O)Nc1cccc(OC)c1 | 14 |
| C=CCN1CCN(C(=O)C(C)Oc2cc(Cl)ccc2Cl)CC1 (configuration not stated) | 11 |
| COc1ccc(C(=O)C2CCCN(S(=O)(=O)C(C)C)C2)c(C)c1 (configuration not stated) | 9 |
| Cc1cc2nc(NC(=O)CC(C)C)sc2cc1C | -4 |
| Cc1ccc2occ(-c3nn[nH]n3)c(=O)c2c1 | 5 |
| Cc1ccc(S(=O)(=O)Oc2ccc(Br)cc2/C=C2\N=C(c3ccccc3)OC2=O)cc1 | 0 |
| C=CCSc1nc(C)c2cc(C)c(C)cc2n1 | 4 |
| CNC/C=C/COc1cccc(C(C)C)c1 | 19 |
| CC1(C)CC(=O)CC(=NCCN=C2CC(=O)CC(C)(C)C2)C1 | 2 |
| COc1cc(Br)cc2cc(C(=O)Nc3ccc(Oc4ccccc4)cc3)c(=O)oc12 | -7 |
| Cc1ccc(C2C(C(=O)c3ccc4c(c3)OCCO4)C(=O)C(=O)N2CCCn2ccnc2)cc1 (configuration not stated) | -5 |
| CCOC(=O)c1ccc(NC(=O)CC(=O)Nc2ccc3nc4n(c(=O)c3c2)CCCCC4)cc1 | -1 |
| C/C(C(=O)c1ccccc1)=C(/CC(=O)c1ccccc1)c1ccccc1 | -6 |
| CC(=O)Nc1ccc(NC(=O)CCc2nc3cccnc3n2Cc2cccs2)cc1 | -1 |
| O=C(CCC1CCN(Cc2ccc(CO)o2)CC1)Nc1ccccc1 | 7 |
| COc1ccc(NC(=O)C2CCN(c3nc4ccccc4nc3C(F)(F)F)CC2)cc1 | -10 |
| CCCCN1CC(C(=O)Nc2ccccc2C)CC1=O (configuration not stated) | 13 |
| COc1ccc(-n2c(SCC(=O)NCc3ccccc3)nc3c([nH]c4ccccc43)c2=O)cc1 | -5 |
| CCc1ccc(NC(=O)C2CCN(C(=O)c3ccccc3F)CC2)cc1 | 3 |
| N#CCCN(/N=C/C=C/c1ccccc1)C1NS(=O)(=O)C2CCCCC12 (configuration not stated) | -1 |
| CCCCCCCCCCCCCCCCn1c(N=Cc2c(O)ccc3cc([N+](=O)[O-])ccc23)nc2ccccc21 | -1 |

(listing goes on)
| SMILES | RBX1-CUL1 inh |
| --- | --- |
| CCCCOC(=O)c1cc(C(=O)O)ccc1C(=O)O | -5 |
| N#CC1C(=N)OC2=C(CC/C2=C\c2ccccc2Cl)C1c1ccccc1Cl (configuration not stated) | 11 |
| Cc1nc(CNC(=O)C2(N3C[C@@H](C)O[C@@H](C)C3)Cc3ccccc3C2)cs1 | -4 |
| O=C(N=C(C/C=C\c1ccccc1)C(=O)N1CCOCC1)c1ccc(Br)o1 | -7 |
| CC1(C)Cc2nc(N3CCC(O)CC3)ncc2C(NC2CCSCC2)C1 (configuration not stated) | 3 |
| CSc1nccc(-c2cc(Cl)c3c(c2)CC(CNC(=O)C2Cc4ccccc4O2)O3)n1 (configuration not stated) | 5 |
| C=CCSc1nc2sc(C)c(C)c2c(=O)n1NC(=O)Nc1ccc(Cl)c(Cl)c1 | -2 |
| Cc1ccc(SCC(=O)Nc2cccc(-c3nc4cc(Cl)ccc4o3)c2C)cc1 | 11 |
| CC(C)Oc1ccc(/C=N/N=C2/NC(=O)C(CC(=O)O)S2)cc1 (configuration not stated) | 1 |
| CCC(C)(C)C(=O)Nc1ccc(C(N)=O)cc1 | 3 |
| CCN(c1ccccc1)S(=O)(=O)c1ccc(NC(=O)Nc2ccccc2)cc1 | 2 |
| CCN(CCCNC(=O)c1cc2c(=O)[nH]c3ccc(C)cc3c2s1)c1ccc(C)cc1 | -7 |
| C=C(C)CSc1nc(N)c2sc3c(c2n1)CCCC3 | 6 |
| Cc1ccc(-c2cn3c(n2)sc2cc(C(=O)NC4CCCCC4)ccc23)cc1 | -10 |
| CCC(NC(=O)c1cccc(OC)c1)c1ccc(C)cc1 (configuration not stated) | 7 |
| CC1(C)Nc2ccccc2N(CCC(=O)N2CCOCC2)C1=O | 3 |
| O=C(Nc1nnc(S(=O)(=O)N2CCOCC2)s1)c1ccccc1Cl | 8 |
| Cn1cccc1CNCc1ccccc1 | -9 |
| CCC(COC)NC(=O)C1CCN(c2nc(C)c3ccc(S(C)(=O)=O)cc3n2)CC1 (configuration not stated) | 6 |
| CC(C)(C)c1ccc(OCc2n[nH]c(=S)n2N)cc1 | -7 |
| CC1(C)Cc2c(cnn2-c2ccc(Br)cc2)-c2nc3ccccc3nc21 | -9 |
| COc1ccc(/C=C2/SC(=O)N(Cc3cccc(C(=O)O)c3)C2=O)cc1 | -2 |
| COc1ccc(C(=O)OC(COc2ccccc2)Cn2ccnc2)cc1 (configuration not stated) | 7 |
| OC1CSc2nc3ccccc3n2C1 (configuration not stated) | 6 |
| CC(C)C(NS(=O)(=O)c1ccc2c3c(cccc13)C(=O)N2)C(=O)O (configuration not stated) | 0 |
| COc1ccc([C@@H]2[C@@H](C(=O)OC(C)(C)C)N3c4ccccc4C=C[C@@H]3C2(C#N)C#N)cc1OC | 10 |
| CC1=NC2=C(C(=O)c3ccccc32)C(c2ccccc2F)C1[N+](=O)[O-] (configuration not stated) | 1 |
| CC(C)(C)OC(=O)N1CCC(c2c(C(=O)N3CCN(c4ncccn4)CC3)cnn2-c2cccc(F)c2)CC1 | 5 |
| CCCCNC(=O)NCc1cnn(C)c1C | -1 |
| CC1CCCCN1C(=O)c1ccc(S(=O)(=O)N2CCOCC2)cc1 (configuration not stated) | 12 |

Some of these compounds in order of the RBX1-CUL1 inh value, low to high:
| SMILES | RBX1-CUL1 inh |
| --- | --- |
| CC1(C)Cc2c(cnn2-c2ccc(Br)cc2)-c2nc3ccccc3nc21 | -9 |
| CCN(CCCNC(=O)c1cc2c(=O)[nH]c3ccc(C)cc3c2s1)c1ccc(C)cc1 | -7 |
| O=C(Nc1nnc(S(=O)(=O)N2CCOCC2)s1)c1ccccc1Cl | 8 |

Other records follow:
| SMILES | RBX1-CUL1 inh |
| --- | --- |
| O=C(C1CCN(Cc2nc(-c3ccc(Cl)cc3)no2)CC1)N1CCOCC1 | 3 |
| COc1ccc(-c2nc(CN(C)C3CCOC3)c(C)o2)cc1C (configuration not stated) | 3 |
| N#CC1C(=N)OC2=C(C(=O)CC(c3ccccc3)C2)C1c1c[nH]c2ccccc12 (configuration not stated) | 6 |
| Cc1cc(=O)c2cccc(Br)c2[nH]1 | -8 |
| CCCCC(=O)NC1(C(F)(F)F)C(=O)N=C2C1C(=O)NC(=O)N2c1ccc(F)cc1 (configuration not stated) | -12 |
| CC(C)C(=O)NC1CCCN(C2CCN(C)CC2)C1 (configuration not stated) | 3 |
| Cc1cc(C)nc(N2C(=Nc3ccc4ccccc4c3)CC(=O)c3c2nc(=O)n(-c2ccc4ccccc4c2)c3C)n1 | -3 |
| Cc1ccccc1CNC(=O)CCS(=O)(=O)c1cc2c3c(c1)CCN3C(=O)CC2 | 2 |
| O=C1c2ccccc2CSc2sccc21 | 7 |
| CCc1ccc(NS(=O)(=O)c2ccc3c(c2)C(=O)C(C(=O)NCCCOC(C)C)C=N3)cc1 (configuration not stated) | -4 |
| O=C(COc1ccccc1F)Nc1ccc2oc(-c3cccc(Cl)c3)nc2c1 | -7 |
| CN(CCc1ccccn1)c1ncccc1CNC1CSCCSC1 | 6 |
| N#C/C(=C\c1cc(I)cc(I)c1OCc1ccccc1)c1nn(-c2ccccc2)c(N)c1C#N | -4 |
| O=C1CC(NC2CCCC2)C(=O)N1c1ccc(Cl)cc1 (configuration not stated) | -8 |
| Cc1ccc(Cl)c(NC(=O)Nc2csc3c2CCCC3)c1 | -6 |
| CC(C)CSc1ccccc1NC(=O)c1sc2nc(-c3cccs3)ccc2c1N | -7 |
| COc1ccc(OC)c(CNc2sc3c(c2C(=O)Nc2cc(OC)ccc2OC)CCCC3)c1 | -8 |
| COc1ccccc1N1CCN(C(=O)c2cnn(-c3ccc(C)c(C)c3)c2C2CCN(C(=O)OC(C)(C)C)CC2)CC1 | 3 |
| CCC(C)c1ccc(OCC(=O)Nc2ccc(-c3nc4ncccc4o3)cc2)cc1 (configuration not stated) | -2 |
| O=[N+]([O-])c1cc(Sc2c[nH]c3ccccc23)cc([N+](=O)[O-])c1 | -10 |
| CCCCNC(=O)NNC(=O)c1sc2cc(CC)ccc2c1Cl | -5 |
| Cc1nc2ccccc2n1Cc1cc(C(=O)NCc2ccon2)no1 | 7 |
| COc1ccc(Cl)cc1C(=O)Nc1ccc2oc(-c3ccc(C(C)(C)C)cc3)nc2c1 | 2 |
| CC(C)CCNC(=O)c1ccccc1SC(C)C | 12 |
| COc1ccc(CNc2nc3c(-c4cccc(F)c4)nnn3c3ccccc23)cc1 | 2 |
| Cc1ncoc1C(=O)N1CCCC(CCc2ccccc2C(F)(F)F)C1 (configuration not stated) | 8 |
| Cc1nc(-c2ccccc2)sc1-c1ccc(SCC(=O)NCc2ccccc2Cl)nn1 | 3 |
| Cc1cc(C)c(S(N)(=O)=O)cc1C | -2 |
| O=c1[nH]c(=O)n(COCCCc2ccc(Cl)cc2)cc1F | 0 |
| CCCCOc1ccc(/C=N/N=C(/c2ccccc2)C23CN4CN(CN(C4)C2)C3)cc1 | 15 |
| CCCCCC(=O)Nc1nc2cc(C)c(C)cc2s1 | 7 |
| FC(F)(F)C(Oc1nc(N2CCCCC2)nc(N2CCN(c3cccc(Cl)c3)CC2)n1)C(F)(F)F | 0 |
| Cc1c(Cl)cccc1N=C1SC(CC(=O)Nc2ccccc2Br)C(=O)N1C (configuration not stated) | -2 |
| CCC(C)NC(=O)Cn1ncc2c([nH]c3ccc(C)cc32)c1=O (configuration not stated) | 2 |
| Cc1sc(NC(=O)C2CCCCC2C(=O)O)c(C(N)=O)c1-c1ccc(C(C)C)cc1 (configuration not stated) | 2 |
| Cc1ccc(OC(=S)Nc2ccc(Cl)cc2)cc1 | 2 |
| O=C(c1cccs1)N1CCN(S(=O)(=O)N2CCOCC2)CC1 | -5 |

An excerpt, so the mix of outcomes need not match the whole.
